# BoNT-A LC inh2: BoNT A light chain protease inhibition; multiplex microsphere protease substrate cleavage, flow cytometry; inhibition, % at 10 µM; 360,000 tested, 0.17% active; note: plate controls were buffer without enzyme for full effect and enzyme alone for no effect
# PfHsp40 yeast: compounds rescuing yeast from Plasmodium falciparum HSP40 toxicity | S. cerevisiae expressing PfHsp40, growth rescue, ATP luminescence | growth rescue, % at 12.5 µM | 340,000 tested, 0.68% active | AID 504582; in the data active = growth rescue above about 28%, passing the limit was not always enough;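 note: yeast W303a lacking pdr1 and pdr3 grown in galactose medium; growth measured after three days at 30 °C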
# PriA SSB inh: inhibitors of Klebsiella pneumoniae PriA binding to SSB C-terminal tail; 430,000 tested, 0.6% active; AlphaScreen SSBct-PriA binding, biotinylated peptide; inhibition, % at 33 µM; AID 1272365; in the data active = inhibition mostly above about 37%, no sharp cut-off; inactive = mostly below about 20%;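 note: plate controls were negative control peptide for no effect and reference peptide for full effect; strong numbers were not always called active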
# Vc quorum ag: induces V. cholerae light production without autoinducers; V. cholerae BH1578 lux reporter, luminescence, 6 h; activation, % at 18.7 µM; 350,000 tested, 0.16% active; in the data active = activation mostly above about 9.7%, no sharp cut-off; note: not every result past the cut was called active; inactives centre near 0; reference of the scale not given here
# CCHF vOTU inh: CCHFV vOTU protease inhibition | Pep-AMC fluorescence | inhibition, % at 11.5 µM | 370,000 tested, 0.55% active; in the data active = inhibition above about 30%; note: 0% = vehicle wells with enzyme and 100% = no enzyme wells
# Yp Topo-I inh: blocks Yersinia pestis topoisomerase I activity; 360,000 tested, 0.064% active; AID 504884; activity, % at 10 µM; Y. pestis Topo-I cleavage product accumulation, plate reader; in the data active = activity above about 50%, passing the limit was not always enough; note: inactives centre near 2
# VHR inh abs: DUSP3 (human) phosphatase inhibition; inhibition, % at 13.3 µM; recombinant VHR phosphatase, pNPP absorbance; 290,000 tested, 0.52% active; AID 1654; in the data active = inhibition above about 50%; note: some compounds called inactive have numbers as strong as hits
# Target sequence (P51452 whole entry, looked up): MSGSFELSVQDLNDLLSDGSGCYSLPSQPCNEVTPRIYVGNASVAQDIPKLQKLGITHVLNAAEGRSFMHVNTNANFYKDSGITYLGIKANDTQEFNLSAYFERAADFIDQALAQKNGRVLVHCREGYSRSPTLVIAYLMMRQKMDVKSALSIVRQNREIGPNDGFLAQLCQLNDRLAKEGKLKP
# TcdB GH inh: blocks C. difficile toxin B glycohydrolase activity; P18177; TcdB glycohydrolase enzymatic assay, plate reader; inhibition, % at 9.99 µM; 350,000 tested, 0.24% active; in the data active = inhibition above about 10%
# Anthrax LF inh2: anthrax lethal factor protease inhibition; P15917; multiplex microsphere protease cleavage assay, LF; inhibition, % at 10 µM; 360,000 tested, 0.12% active; note: plate controls were buffer without enzyme for full effect and enzyme alone for no effect
# 3CLpro inhibitor: SARS-CoV 3CLpro protease inhibition; inhibition, % at 6 µM; P0C6X7; 290,000 tested, 0.14% active; recombinant SARS-CoV 3CLpro, quenched FRET peptide cleavage; in the data active = inhibition above about 12%
# * = called active by the depositor; i = inactive; / = no result given; & = joins results of further samples. Cut-off read from the data, not from the text of the source, unless noted: active = inhibition above about 30%; inconclusive = no clear call, values can overlap the other calls; inactive = below that. A portion of the library; count on the stated rates, not on these rows.
SMILES,BoNT-A LC inh2,PfHsp40 yeast,PriA SSB inh,Vc quorum ag,CCHF vOTU inh,Yp Topo-I inh,VHR inh abs,TcdB GH inh,Anthrax LF inh2,3CLpro inhibitor
Cc1c(-c2ccccc2)sc(Br)c1C(=O)N1CCOCC1,-0.5,1.3,10,-8.3,15,15,14,/,-4,-5
O=S(=O)(Nc1nc2ccccc2nc1NCc1ccco1)c1cccs1,0.3,0.7,-1&5,-1.1,4,8,-1,/,1,-4
O=C(Oc1ccc(C(=S)N2CCOCC2)cc1)c1cccc([N+](=O)[O-])c1,-0.8,-0.5,-6,0.0,7,-9,1,0.6,3,-2
COc1ccc(C(CC(=O)O)NC(=O)COc2cc(C)ccc2C)cc1OC (configuration not stated),-0.5,-1.0,-17,i,-3,1,28,0.1,-3,0
CC(=O)Nc1cccc(NC(=O)CSc2nc(=O)n3cccc(C)c3n2)c1,1.7,1.2,-15,-0.3,17,7,/,1.9,-3,/
C[n+]1cn(Cc2cc(Cl)ccc2OC(F)F)c2ccccc21,-0.6,0.3,1,-8.3,12,2,31,0.6,-4,-6
O=C(Nc1sc2c(c1C(=O)c1ccccc1)CCCC2)c1cccnc1,-0.2,0.5,-10,-0.1,17,22,2,1.3,-1,-3
CC(CCc1ccccc1)NC(C)C(O)c1ccc(O)cc1 (configuration not stated),-0.8,-0.7,-1,-0.7,-1,-1,-3,1.3,-7,1
O=C(Nc1ccccc1F)Nc1cc(Cl)ccc1-n1cncn1,2.3,-0.3,7,-6.2,-16,3,33,-0.4,0,2
COc1ccc(Cc2nc3ccc(C(=O)N4CCC[C@H]4CO)cc3o2)cc1,-1.1,0.8,-8,-0.7,-4,13,4,0.2,-3,-2
COc1ccc(N2CCN(C(=O)c3ccc(COc4ccc5c(C)cc(=O)oc5c4)cc3)CC2)cc1,-0.3,0.6,2,i,-12,2,-20,0.5,-4,1
COC(=O)Nc1cccn(Cc2c(Cl)cccc2Cl)c1=O,-1.6,18,-7,/,6,-6,2,/,6,-3
COc1ccc(Cl)cc1NC(=O)CN(C)C(=O)c1cc2c(s1)CCC(C)C2 (configuration not stated),0.6,9.3,0,i,5,28,/,0.7,2,/
Cc1nc(NC(=O)CCN2C(=O)C3CC=CCC3C2=O)sc1C (configuration not stated),2.4,-1.9,-7,i,-5,-2,-4,0.8,-1,-4
CC1CCC(NC(=O)C2CCN(c3c4c(nc5ncnn35)CCC4)CC2)CC1 (configuration not stated),1.4,-1.2,-8,-0.6,/,0,2,/,-3,-5
CC1CCC2(CC1)NC(=O)N(CC(=O)NCCc1c[nH]c3ccccc13)C2=O (configuration not stated),-0.3,4.1,3,4.5,11,-8,/,2.2,1,/
Cc1ccc(OCC(=O)Nc2ccc3c(c2)OC(F)(F)O3)c([N+](=O)[O-])n1,0.0,0.7,-3,-0.2,-7,0,8,/,-2,1
CCSc1nc2cc(S(=O)(=O)N3CCOCC3)ccc2o1,1.3,-0.2,-14,i,23,-2,/,1.8,-2,/
O=C(c1cc2ccccc2o1)c1nc2c(n1O)CCCCC2,-0.1,0.3,7,-0.4,15,-9,-8,/,2,1
COc1ccc(-c2c(C#N)c(N)nc3sc(C(=O)c4ccc(C)cc4)c(N)c23)cc1,17,-1.8,-2,-0.1,2,2,-4,/,7,2

# Molecules shown so far containing an aryl thioether with sulfur outside any ring:
SMILES,BoNT-A LC inh2,PfHsp40 yeast,PriA SSB inh,Vc quorum ag,CCHF vOTU inh,Yp Topo-I inh,VHR inh abs,TcdB GH inh,Anthrax LF inh2,3CLpro inhibitor
CC(=O)Nc1cccc(NC(=O)CSc2nc(=O)n3cccc(C)c3n2)c1,1.7,1.2,-15,-0.3,17,7,/,1.9,-3,/
CCSc1nc2cc(S(=O)(=O)N3CCOCC3)ccc2o1,1.3,-0.2,-14,i,23,-2,/,1.8,-2,/

# Following part:
SMILES,BoNT-A LC inh2,PfHsp40 yeast,PriA SSB inh,Vc quorum ag,CCHF vOTU inh,Yp Topo-I inh,VHR inh abs,TcdB GH inh,Anthrax LF inh2,3CLpro inhibitor
O=C(N/N=C/c1cccnc1)c1[nH]ncc1Br,-0.2,-1.8,/,-0.6,5,4,18,0.0,2,1
CCOC(=O)C1=CN(Cc2ccco2)S(=O)(=O)N(C)C1CC (configuration not stated),0.3,-1.4,-9,i,2,4,/,1.0,-6,/
CCSc1nnc(NC(=O)c2cccnc2Cl)s1,-0.2,-0.3,-18,-2.5,11,3,8,/,0,2
O=C(Nc1ccn(CCCN2CCN(c3ncccn3)CC2)c(=O)n1)OCc1ccccc1,0.3,/,/,-0.5,-8,20,/,1.7,-2,/
COc1ccc(OC)c(CC(=O)Nc2cc(S(=O)(=O)N3CCCCC3)ccc2C)c1,0.2,-1.0,15,-0.4,5,29,/,1.5,-6,/
CCCc1c(C)[nH]c2ccc(C(=O)O)cc2c1=S,1.1,-0.6,-5,-0.5,1,-4,29,0.2,-2,7
CC(C)NC(=O)CSc1ncccc1-c1nc2ccccc2[nH]1,-3.5,-0.9,-4,i,-4,0,8,0.7,-4,-4
Cc1nnc(SCCCN2C(=O)c3ccccc3C2=O)o1,0.5,-0.9,-27,i,-10,1,18,/,4,1

# Gathered by group, those above containing a halogen (8)
SMILES,BoNT-A LC inh2,PfHsp40 yeast,PriA SSB inh,Vc quorum ag,CCHF vOTU inh,Yp Topo-I inh,VHR inh abs,TcdB GH inh,Anthrax LF inh2,3CLpro inhibitor
Cc1c(-c2ccccc2)sc(Br)c1C(=O)N1CCOCC1,-0.5,1.3,10,-8.3,15,15,14,/,-4,-5
C[n+]1cn(Cc2cc(Cl)ccc2OC(F)F)c2ccccc21,-0.6,0.3,1,-8.3,12,2,31,0.6,-4,-6
O=C(Nc1ccccc1F)Nc1cc(Cl)ccc1-n1cncn1,2.3,-0.3,7,-6.2,-16,3,33,-0.4,0,2
COC(=O)Nc1cccn(Cc2c(Cl)cccc2Cl)c1=O,-1.6,18,-7,/,6,-6,2,/,6,-3
COc1ccc(Cl)cc1NC(=O)CN(C)C(=O)c1cc2c(s1)CCC(C)C2 (configuration not stated),0.6,9.3,0,i,5,28,/,0.7,2,/
Cc1ccc(OCC(=O)Nc2ccc3c(c2)OC(F)(F)O3)c([N+](=O)[O-])n1,0.0,0.7,-3,-0.2,-7,0,8,/,-2,1
O=C(N/N=C/c1cccnc1)c1[nH]ncc1Br,-0.2,-1.8,/,-0.6,5,4,18,0.0,2,1
CCSc1nnc(NC(=O)c2cccnc2Cl)s1,-0.2,-0.3,-18,-2.5,11,3,8,/,0,2
